Assay outcomes deposited in PubChem by National Center for Advancing Translational Sciences (NCATS).
Cycloheximide cs = Cycloheximide Counterscreen for Small Molecule Inhibitors of Shiga Toxin; AID 2314, 2010; cell reporter, cycloheximide protein synthesis inhibition counterscreen; hit rate 12% among 300,000; max response, %; in the data active = max response mostly above about 13%, no sharp cut-off; inactive = mostly below about 14%; also: read at 38.3 µM for the half of the compounds with a filed dose; 0% is about no effect
AmpC inh no detg = qHTS Inhibitors of AmpC Beta-Lactamase (assay without detergent); hit rate 0.52% among 330,000; P00811; Potency, µM (series often up to 57.1 µM), for inactives: top-dose activity change, negative = inhibition, hits mostly inhibitors; AmpC nitrocefin hydrolysis, absorbance 480 nm, 0.0001% Triton; AID 485341, 2010;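 also: potency is read from the fitted curve at half-maximal effect; plate controls were no compound for no effect and no enzyme for full effect; nearly all actives have a fitted effect of over 20% in size; some results filed as inactive show a strong effect at the top dose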
Target sequence (P00811 whole entry, looked up): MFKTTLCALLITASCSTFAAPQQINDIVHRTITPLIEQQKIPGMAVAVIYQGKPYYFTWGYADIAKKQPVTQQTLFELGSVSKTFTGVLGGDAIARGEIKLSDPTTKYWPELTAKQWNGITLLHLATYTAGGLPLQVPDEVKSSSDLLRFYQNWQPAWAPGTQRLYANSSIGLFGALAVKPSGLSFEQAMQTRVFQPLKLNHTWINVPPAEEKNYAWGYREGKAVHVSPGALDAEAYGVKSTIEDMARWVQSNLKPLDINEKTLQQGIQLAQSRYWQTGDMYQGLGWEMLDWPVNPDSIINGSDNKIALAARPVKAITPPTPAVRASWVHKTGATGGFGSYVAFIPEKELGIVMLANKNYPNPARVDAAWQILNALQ
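AmpC (5.3 nM in the dispensed reagent) in 20 mM phosphate pH 7.0 with 0.01% (detergent screen) or 0.0001% Triton X-100 was preincubated with compounds for 15 min at room temperature. Nitrocefin was then added from an 800 uM solution, and hydrolysis was followed at 480 nm.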
AmpC detergent = qHTS Inhibitors of AmpC Beta-Lactamase (assay with detergent) | hit rate 0.041% among 370,000 | AmpC hydrolysis of nitrocefin, absorbance 480 nm, 0.01% Triton | Potency, µM (series often up to 114 µM), for inactives: at the top dose activity change, negative = inhibition, usual class: inhibitors | AID 485294, 2010;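 also: potency is read from the fitted curve at half-maximal effect; 0% = no-compound wells and -100% = no-enzyme wells; nearly all actives have a fitted effect of over 25% in size; some results filed as inactive show a strong effect at the top dose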
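AmpC (5.3 nM in the dispensed reagent) in 20 mM phosphate pH 7.0 with 0.01% (detergent screen) or 0.0001% Triton X-100 was preincubated with compounds for 15 min at room temperature. Nitrocefin was then added from an 800 uM solution, and hydrolysis was followed at 480 nm.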
Giardia FBPA inh = qHTS Assay for Inhibitors of Fructose-1,6-bisphosphate Aldolase from Giardia Lamblia; A8B2U2; hit rate 0.71% among 290,000; purified Giardia FBPA; AID 2451, 2010; Potency, µM (series often up to 59.6 µM), inactives show top-dose activity, negative = inhibition, actives largely listed as inhibitors; also: potency is read from the fitted curve at half-maximal effect; % is scaled to controls: 0 for no effect and ±100 for the full control effect; nearly all actives have a fitted effect of over 55% in size
Target sequence (A8B2U2 whole entry, looked up): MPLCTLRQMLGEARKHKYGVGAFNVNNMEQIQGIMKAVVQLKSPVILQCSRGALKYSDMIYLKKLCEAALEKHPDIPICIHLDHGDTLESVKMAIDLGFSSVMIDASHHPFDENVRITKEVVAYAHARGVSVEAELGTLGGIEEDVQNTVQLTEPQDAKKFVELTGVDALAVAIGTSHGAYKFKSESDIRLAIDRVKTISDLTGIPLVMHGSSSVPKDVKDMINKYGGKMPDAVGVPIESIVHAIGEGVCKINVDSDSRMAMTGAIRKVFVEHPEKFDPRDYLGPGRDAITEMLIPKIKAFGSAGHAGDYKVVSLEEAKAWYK
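Giardia FBPA (40 nM reagent) was preincubated 10 min at RT with compound (up to 57.5 uM final), then substrate plus GAPDH/TPI/NAD/arsenate coupling system with diaphorase/resazurin was added; resorufin fluorescence (525/598 nm) was read after 20 min.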
Shiga inhibitor = A qHTS for Small Molecule Inhibitors of Shiga Toxin. hit rate 9.2% among 290,000. inhibition, % at 38.7 µM. Vero cells, Shiga toxin protein synthesis inhibition reporter; in the data active = inhibition mostly above about 28%, no sharp cut-off; inactive = mostly below about 43%; also: 0% is about no effect
HCMV inh = qHTS Assay for inhibitors of the human cytomegalovirus (HCMV); HFF cells, HCMV-luciferase reporter, 72 h; active compounds read low; activity change, negative = inhibition, % at 57.5 µM; hit rate 4.5% among 410,000; AID 1259415, 2018; in the data active = activity change below about -60%; inconclusive = no clear call, values can overlap the other calls; inactive = above about -39%; also: % is scaled to controls: 0 for no effect and ±100 for the full control effect
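Inhibition of viral replication was scored as loss of reporter luminescence in HFFs infected with HCMV-luciferase (MOI 1 PFU/cell) for 72 h; compounds tested at 2 doses, normalized to buffer and Salinomycin controls.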
AMA1 RON2 block = qHTS for Inhibitors of AMA1-RON; Towards Development of Antimalarial Drug Lead: Primary Screen. Plasmodium falciparum AMA1 (3D7) - RON2 peptide interaction. AlphaScreen AMA1-biotinylated RON2 peptide binding. Potency, µM (titrated, usually from 58.2 µM), for inactives: at the top dose activity change, negative = inhibition, actives largely listed as inhibitors. hit rate 0.2% among 360,000;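 also: potency is read from the fitted curve at half-maximal effect; 0% = vehicle wells and -100% = peptide control; nearly all actives have a fitted effect of over 45% in size; some results filed as inactive show a strong effect at the top dose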
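AMA1 (3D7) with his tag at 25 nM final met compounds first, then biotinylated RON2 peptide at 25 nM; detection used donor plus acceptor beads, 10 µg/mL apiece, read by AlphaScreen after 30 min at room temperature.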
* marks the source's active call; other numbers are inactive results; ? = inconclusive; · = no result given; & = joins results of further samples; [ ] = another dose, or the depositor's remark. Unless noted, calls follow the shape of the dose curve; as a rule, active = well fitted curve in the direction sought with a large enough effect; inconclusive = small, poorly fitted or top-dose-only effect, or another doubt; inactive = no such curve, though single readings can be large; an effect the other way counts as inactive or inconclusive.

#	SMILES	Giardia FBPA inh	Cycloheximide cs	AmpC inh no detg	HCMV inh	AMA1 RON2 block	Shiga inhibitor	AmpC detergent
1	O=C(CCc1ccccc1)c1ccc2c(c1)OCCCO2	2%	69*	-16%	41	40%[activator]	125*	2%
2	CC1(C)CC(C)(c2ccc(O)cc2O)N(c2ccc3ccccc3c2)C(=S)N1 (stereo not given)	-21%	-1	-28%	-15	-29%	1	?
3	COc1cccc(CNCCc2c[nH]c3ccccc23)c1	-19%	-10	-20%	-3	-22%	3	3%
4	CC1CCN(S(=O)(=O)c2ccc(S(=O)(=O)NCc3ccccc3)cc2)CC1	1%	-2	-19%	-9	3%	-4	-1%
5	CCOc1ccc(OCC)c(NC(=O)CNS(=O)(=O)c2cccs2)c1	-5%	-5	-47%	31	-3%	-6	-1%
6	CCN(C(=O)Cn1c(Cl)nc2c1c(=O)n(C)c(=O)n2C)C1CCCCC1	·	·	-4%	23	-1%	·	·
7	CCCCc1cc(=O)oc2cc(OCC(=O)N(CC)CC)c(Cl)cc12	-1%	0	9%	18	-6%	-4	?
8	CC(C)N1CC=C(c2c[nH]c3ccccc23)CC1	-14%	2	-8%	-67*	16%	9	-9%
9	Cc1c(Cl)cccc1NC(=O)CCN1C(=O)NC(C)(C)C1=O	·	·	19%	-7	12%	·	?
10	CCOC(=O)N1CCN(C(=O)/C(=C/c2cccs2)NC(=O)c2cccs2)CC1	5%	-1	-16%	-17	3%	-10	6%
11	O=C1C2C3C=CC(C3)C2C(=O)N1c1cccnc1 (stereo not given)	1%	2	·	3	-4%	32	2%
12	Cc1cccc(C(=O)NC(C)C(=O)NC(c2nc3ccccc3[nH]2)C(C)C)c1 (stereo not given)	·	·	-24%	6	11%	·	-21%
13	Cc1ccc(C(=O)OC(C(=O)O)C(OC(=O)c2ccc(C)cc2)C(=O)O)cc1 (stereo not given)	·	·	-15%	-12	-6%	·	3%
14	O=C(Cc1ccccc1)NC(=S)Nc1cccc(C(F)(F)F)c1	-18%	-5	-40%	-23	11%	-13	-3%
15	COc1cc(C=C2C(=O)c3ccccc3C2=O)cc(OC)c1OC	7%	9	-27%	-8	-3%	34	?

Exported as labelled records: part of the list above.
3) COc1cccc(CNCCc2c[nH]c3ccccc23)c1
  Giardia FBPA inh: -19% | Cycloheximide cs: -10 | AmpC inh no detg: -20% | HCMV inh: -3 | AMA1 RON2 block: -22% | Shiga inhibitor: 3 | AmpC detergent: 3%

10) CCOC(=O)N1CCN(C(=O)/C(=C/c2cccs2)NC(=O)c2cccs2)CC1
  Giardia FBPA inh: 5% | Cycloheximide cs: -1 | AmpC inh no detg: -16% | HCMV inh: -17 | AMA1 RON2 block: 3% | Shiga inhibitor: -10 | AmpC detergent: 6%

14) O=C(Cc1ccccc1)NC(=S)Nc1cccc(C(F)(F)F)c1
  Giardia FBPA inh: -18% | Cycloheximide cs: -5 | AmpC inh no detg: -40% | HCMV inh: -23 | AMA1 RON2 block: 11% | Shiga inhibitor: -13 | AmpC detergent: -3%

8) CC(C)N1CC=C(c2c[nH]c3ccccc23)CC1
  Giardia FBPA inh: -14% | Cycloheximide cs: 2 | AmpC inh no detg: -8% | HCMV inh: -67* | AMA1 RON2 block: 16% | Shiga inhibitor: 9 | AmpC detergent: -9%

(cont.)
#	SMILES	Giardia FBPA inh	Cycloheximide cs	AmpC inh no detg	HCMV inh	AMA1 RON2 block	Shiga inhibitor	AmpC detergent
16	COc1cnc(SCC(=O)O)[nH]c1=O	2%	-1	-6%	38	12%	-11	-11%
17	O=C(NCC(c1ccco1)N1CCc2ccccc2C1)C(=O)Nc1ccccc1F (stereo not given)	·	·	-21%	9	7%	·	-9%
18	O=C(NCCO)c1ccc2[nH]c3ccccc3c2c1	-8%	15	-13%	-3	-5%	17	-4%
19	CCCCCCCOC(=O)c1ccc(OC(=O)c2cccnc2)cc1	-5%	16*	32%	6	0%	53	2%
20	Cc1c(Cl)cccc1NC(=O)NCc1cccnc1	12%	3	-12%	18	2%	12	?
21	Cc1ccc(C(=O)N(C)CC(=O)Nc2cccc(C)c2C)o1	13%	-1	-10%	45	-6%	-4	3%
22	Cc1ccc(C(C)C)cc1OCCOCCN1CCCC1	?	-3	1%	-16	9%	-10	?
23	CCC1Sc2ccc(S(=O)(=O)CCC(=O)Nc3ccc(C(=O)OC)cc3)cc2NC1=O (stereo not given)	5%	16	-19%	0	-14%	22	-5%
24	Cc1ccc(C(=O)n2c3ccccc3c3ccccc32)cc1	-13%	16	-26%	8	18%	27	-2%
25	C=CCOC(=O)C1=C(C)N=C2SCCC(=O)N2C1/C=C/c1ccccc1 (stereo not given)	-7%	-6	69%[activator]	-103*	-6%	-13	-1%
26	Cc1cc(=O)n2nc(-c3ccccc3)sc2n1	0%	38*	-16%	67	-6%	61*	-14%
27	Cc1cc(=O)[nH]c(N/N=C/c2ccccc2C(F)(F)F)n1	-1%	-2	-13%[11.4 µM]	2	55%[activator]	-4	-13%
28	O=C(NC1CCCC1)C1c2ccccc2C(=O)N1CCCN1CCOCC1 (stereo not given)	0%	-4	-29%	4	1%	0	-15%
29	CCC(=O)Nc1ccc(C(=O)NNC(=O)c2ccccc2)cc1	0%	1	-4%	25	0%	32*	-7%
30	Cc1cc(Oc2ccc(=O)n(C)n2)nc(SCc2ccccc2)n1	4%	1	16%	34	11%	-20	-7%
31	COC(=O)NC(NC(=S)Nc1cccc(C)c1)C(Cl)(Cl)Cl (stereo not given)	0%	-3	-19%	-34	-6%	10	-4%
32	CCCOc1ccc(CSc2n[nH]c(C)n2)cc1	0%	32*	-1%	74	-9%	55*	1%
33	NC(=O)c1sc2cc(C(F)(F)F)cnc2c1-c1ccccc1	-1%	-1	-11%	4	?	-4	1%
34	COc1ccc(OC)c(-n2c(=S)[nH]c3cc(C(=O)N4CCN(c5ccccc5)CC4)ccc3c2=O)c1	-19%	18	61%[activator]	-27	32%[activator]	31	1%
35	COc1ccc(/C=C/c2nc(-c3ccccc3O)n(-c3ccccc3)n2)cc1	11%	5	-11%	-1	12%	12	5%
36	CC(=O)N1CCN(c2ccc(NC(=O)c3ccccc3)cc2)CC1	9%	23*	-5%	60	-1%	39*	-6%
37	CCOc1ccc(N(CC(=O)NCc2ccc(C)cc2)S(=O)(=O)c2c(C)[nH]c(=O)[nH]c2=O)cc1	·	2	-11%	17	-5%	-1	2%&1%
38	CCc1ccc(-c2csc(-c3c[nH]c4ccccc34)n2)cc1	-8%	62*	-19%	-11	-10%	38*	-4%
39	COC(=O)[C@@]1(Cc2ccc(F)cc2)[C@H]2c3cc(C(=O)N(C)C)n(Cc4c(CO)[nH]cc(C)c4=O)c3C[C@H]2CN1C(=O)c1ccccc1	-12%&0%	14	290%[activator]	-11	-4%	15	-17%
40	Nc1nonc1C(=O)NCCNS(=O)(=O)c1ccc(Br)cc1	7%	-2	-8%	6	-3%	-7	-14%
41	Cc1cc(OCCN2CCCC2)ccc1C(C)C	-14%	-1	-7%	-2	-1%	30	-12%
42	CCC(C)NC(=O)CC(c1ccccc1)c1cc(C)ccc1O (stereo not given)	6%	5	-5%	9	-2%	8	2%
43	CCOc1ccc(S(=O)(=O)N(C)C2CCCCC2)cc1	0%	-1	-2%	-12	17%	-9	2%
44	Cc1ccc(S(=O)(=O)Nc2cccc(-c3cn4ccsc4n3)c2)cc1	1%	9.6*	-19%	?	-2%	-4	-9%
45	CCc1ccc(N2CC(C(=O)Nc3ccc(C)c(S(=O)(=O)N4CCOCC4)c3)CC2=O)cc1 (stereo not given)	-2%	14	57%	?	1%	-11	-16%
46	CCOC(=O)C1CCN(C(=O)CSCCSCC(=O)N2CCC(C(=O)OCC)CC2)CC1	-10%	7	80%[activator]	-4	-7%	4	?
47	O=C(c1ccc(C(F)(F)F)cc1)C1CCCN(Cc2ccc(CO)o2)C1 (stereo not given)	-2%	-1	53%	-37	-4%	-1	-4%
48	CC(=O)c1ccc(N2CCN(S(=O)(=O)c3cc(-c4cc(C)no4)ccc3C(C)C)CC2)cc1	-1%	-2	15%	?	-11%	11	1%
49	CCCNCC1C(Oc2ccc(Cl)cc2Cl)C(=O)N1c1cccc(C)c1C (stereo not given)	-6%	-12	-2%	-90*	-10%	-5	?
50	CCOC(=O)c1cc2c(=O)n3ccccc3nc2n(Cc2ccco2)c1=NC(=O)c1cccc(OC)c1	-9%	9	99%[activator]	-29	4%	47	6%
51	Cc1nc(-c2ccc(S(=O)(=O)Nc3cccc(Cl)c3)cc2)co1	-1%	6	-35%	0	-2%	-12	-2%

Down the list, as entered above.
Giardia FBPA inh for nos. 46–51, in order: -10%, -2%, -1%, -6%, -9%, -1%
AMA1 RON2 block for nos. 46–51, in order: -7%, -4%, -11%, -10%, 4%, -2%

Rows are unselected (roughly 16% active in at least one column).
